p53 reactivator = restores transcriptional activity of mutant p53; AID 504706; H1299 p53-A138V BP100-luciferase reporter, luminescence, 24 h; actives 0.063% (n = 320,000); Potency, µM (highest dose often 92.2 µM), for inactives: at the top dose activity change, positive = activation, most hits filed as activators; note: potency is the fitted concentration of half-maximal effect; % of control where 0% means no effect; nearly all actives have a fitted effect of over 45% in size
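p53-null H1299 cells stably carrying temperature-sensitive p53-A138V and a BP100-luciferase reporter were pinned with compounds (4-point, 1:5 series) and held 24 hrs at 37 deg C. Luminescence was read 10 min after detection reagent.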
RORgamma inh = inhibitors of mouse ROR gamma transcriptional activity | actives 5.4% (n = 310,000) | Drosophila S2 Gal4-RORgamma UAS-luciferase reporter, 20 h | P51450 | Potency, µM (doses to about 53.6 µM), for inactives: at the highest dose activity change, negative = inhibition, most hits filed as inhibitors; note: potency is the fitted concentration of half-maximal effect; % is set by controls: 0 for no effect and ±100 for the full control effect; nearly all actives have a fitted effect of over 60% in size
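A Gal4/UAS one-hybrid system in insect cells: metallothionein-promoter Gal4–ROR gamma fusion plus Photinus luciferase reporter. Copper sulfate 700 uM final, 20 hr ambient incubation, luminescent detection after 10 min with reagent.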
ELG1 repair inh = ELG1-dependent DNA repair inhibition; HEK293T ELG1-luciferase reporter, luminescence, 16 h; DNA damage induced by 5-fluorouridine; Potency, µM (doses to about 46.1 µM), without a hit: at the top dose activity change, negative = inhibition, usual class: inhibitors; actives 2.3% (n = 330,000); note: potency is the fitted concentration of half-maximal effect; % is set by controls: 0 for no effect and ±100 for the full control effect; nearly all actives have a fitted effect of over 55% in size
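Reporter activity after DNA damage by 5-fluorouridine is monitored. Compound-treated cells incubate 16 hr at 37 °C, then ONE-Glo is added for 30 min before luminescence reading.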
ELG1 genotox = induces genotoxicity in HEK293T cells with luciferase-tagged ELG1. HEK293T ELG1-luciferase reporter, luminescence, 16 h. actives 1.3% (n = 330,000). Potency, µM (series often up to 46 µM), inactives show top-dose activity change, positive = activation, actives largely listed as activators. AID 504466; note: potency is the fitted concentration of half-maximal effect; % of control where 0% means no effect; nearly all actives have a fitted effect of over 60% in size
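Reporter readout depends on ELG1 protein level, which increases with genetic stress. After 16 hr compound exposure at 37 °C, luciferase activity was quantified using ONE-Glo.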
TRPV1 agonist = activates the human vanilloid receptor TRPV1; Q8NER1; TRPV1-expressing cells, Fluo-8 calcium influx, agonist mode; activation, % at 8.33 µM; actives 0.19% (n = 320,000); AID 540275; in the data active = activation above about 80%; inconclusive = between about 30% and that limit; note: 0% is about no effect
Target sequence (Q8NER1 whole entry, looked up): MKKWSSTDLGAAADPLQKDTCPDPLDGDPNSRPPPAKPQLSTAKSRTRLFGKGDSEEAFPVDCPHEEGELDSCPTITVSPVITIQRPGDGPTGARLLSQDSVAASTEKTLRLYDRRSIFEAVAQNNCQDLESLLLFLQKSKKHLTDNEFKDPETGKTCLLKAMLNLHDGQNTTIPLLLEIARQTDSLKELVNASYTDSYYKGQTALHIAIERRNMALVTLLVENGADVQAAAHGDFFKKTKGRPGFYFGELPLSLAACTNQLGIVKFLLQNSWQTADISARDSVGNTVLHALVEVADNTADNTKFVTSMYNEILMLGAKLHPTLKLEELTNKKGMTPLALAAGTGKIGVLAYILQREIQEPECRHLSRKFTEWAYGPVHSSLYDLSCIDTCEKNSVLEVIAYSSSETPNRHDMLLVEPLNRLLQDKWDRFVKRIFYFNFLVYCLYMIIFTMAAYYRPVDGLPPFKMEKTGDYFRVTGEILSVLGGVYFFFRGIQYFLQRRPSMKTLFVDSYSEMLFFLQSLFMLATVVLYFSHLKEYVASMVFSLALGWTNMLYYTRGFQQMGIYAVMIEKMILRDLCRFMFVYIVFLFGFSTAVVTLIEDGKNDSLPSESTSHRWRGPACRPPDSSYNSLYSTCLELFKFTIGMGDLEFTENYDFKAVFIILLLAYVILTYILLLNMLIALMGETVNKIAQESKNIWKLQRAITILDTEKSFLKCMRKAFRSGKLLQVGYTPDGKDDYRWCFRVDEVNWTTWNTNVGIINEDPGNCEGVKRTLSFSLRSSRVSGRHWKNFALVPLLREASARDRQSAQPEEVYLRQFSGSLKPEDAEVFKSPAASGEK
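Cells expressing TRPV1 were dye-loaded with Fluo-8 and read kinetically: 10 s baseline, 3 min after compound (agonist portion), then 2 min after EC20 capsaicin (allosteric enhancer portion). Calcium-bound dye fluorescence at 480/520 nm.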
Rab9 promoter act = activators of Rab9 promoter; actives 2.8% (n = 320,000); Potency, µM (highest dose often 9.22 µM), inactives show at the highest dose activation, negative = inhibition, actives largely listed as activators; AID 485297; Huh7 Rab9 promoter-luciferase reporter, luminescence, 24 h; note: potency is the fitted concentration of half-maximal effect; % of control where 0% means no effect; nearly all actives have a fitted effect of over 60% in size
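Cell-based reporter: Huh7 stable for Rab9 promoter-driven luciferase, plated in reduced-serum medium with 10% FBS at 1500 cells/well, compound-treated 24 h at 37 °C, luminescence read after 10 min reagent.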
Gal4-VP16 FLuc = Gal4-VP16 reporter inhibition counter-screen; Drosophila S2 Gal4-VP16 UAS-luciferase, luminescence, 20 h; Potency, µM (titrated, usually from 53.6 µM), inactives show top-dose activity, negative = inhibition, hits mostly inhibitors; actives 3.5% (n = 310,000); AID 2546;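 note: Gal4-VP16 expression switched on by copper sulfate through the metallothionein promoter; potency is the fitted concentration of half-maximal effect; % is set by controls: 0 for no effect and ±100 for the full control effect; nearly all actives have a fitted effect of over 50% in size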
BRCA1 expr up = activators of BRCA1 expression | MCF7-BRCA1-FFLuc reporter, luminescence, 48 h; response scale: scaled: vehicle 0%, 10 µM genistein 100% | Potency, µM (titrated, usually from 46.1 µM), for the others: top-dose activation, hits mostly activators | actives 1.1% (n = 380,000); note: potency is the fitted concentration of half-maximal effect; nearly all actives have a fitted effect of over 80% in size; some results filed as inactive show a strong effect at the top dose
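Luminescence from a BRCA1-driven firefly luciferase in MCF7 cells was read after 48 h compound exposure at 37 C. Data normalized against DMSO and a 10microM genistein activation control, then curve-fitted across the titration.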
Tb PFK inh = inhibitors of T. brucei phosphofructokinase; Potency, µM (doses to about 57.5 µM), without a hit: at the top dose activity, negative = inhibition, hits mostly inhibitors; T. brucei PFK, ADP-Glo luminescence; actives 0.17% (n = 330,000); AID 485367; O15648;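 note: potency is the fitted concentration of half-maximal effect; 0% = uninhibited 1x PFK enzyme wells and -100% = no-enzyme wells; nearly all actives have a fitted effect of over 60% in size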
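PFK 1.25 nM, F6P 0.5 mM, ATP 0.1 mM, 0.1 M TEA pH 8.0, 5 mM MgCl2, 0.01% Tween20, 0.1% BSA; 45 min RT. ADP-Glo readout. qHTS titration up to 57 uM; curves fitted, compounds curve-classed.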
NPC1 prom act = activates the NPC1 promoter | Huh7 NPC1 promoter luciferase reporter, 24 h | Potency, µM (series often up to 9.22 µM), inactives show top-dose activation, hits mostly activators | actives 2.4% (n = 320,000);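 note: potency is the fitted concentration of half-maximal effect; % of control where 0% means no effect; nearly all actives have a fitted effect of over 60% in size; reporter is driven by a mutant NPC1 promoter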
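In 1536-well qHTS, Huh7 cells harboring an NPC1 promoter–luciferase construct received compound for 24 h; activation was quantified by luminescence following luciferase reagent addition.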
FLuc modulator = inhibits or activates purified firefly luciferase, miR-21 counter-screen. P08659. purified FLuc, Km substrates, luminescence inhibition. Potency, µM (titrated, usually from 57.5 µM), for inactives: top-dose activity change, negative = inhibition, hits mostly inhibitors. actives 6.9% (n = 360,000). AID 588342;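 note: potency is the fitted concentration of half-maximal effect; plate controls were vehicle for no effect and reference inhibitor for full effect; nearly all actives have a fitted effect of over 55% in size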
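Purified P. pyralis luciferase (10nM final) with 10uM D-luciferin and 10uM ATP (Km levels) in 50mM Tris acetate pH 7.5, 10mM Mg acetate, 0.01% Tween-20, 0.05% BSA; qHTS 6-point titration, ~60 µM downward; luminescence read.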
An asterisk follows results filed as active; ? = inconclusive; . = not tested or not shown; [ ] = dose if it differs, or a comment. Unless noted, calls come from the whole dose curve; as a rule, active = well fitted curve in the direction sought with a large enough effect; inconclusive = small, poorly fitted or top-dose-only effect, or another doubt; inactive = no such curve, though single readings can be large; an effect the other way counts as inactive or inconclusive.

mol | p53 reactivator | RORgamma inh | ELG1 repair inh | ELG1 genotox | TRPV1 agonist | Rab9 promoter act | Gal4-VP16 FLuc | BRCA1 expr up | Tb PFK inh | NPC1 prom act | FLuc modulator
Cc1cc(C(=O)NCCCOC(C)C)c2ccccc2n1 | -2.9% | 6.3% | 7.8% | -0.5% | -1.3 | 1.1% | 1.7% | -19.6% | -1.7% | -0.8% | 2.2%
COc1cccc(OC)c1-c1nn2c(-c3ccccc3Cl)nnc2s1 | -0.7% | 1.4% | -7.2% | 9.2% | 14.3 | 8.7% | -9.2% | -17.5% | 0.7% | -4.4% | -6.3%
Cc1noc(C)c1-c1nc(CSc2ccccc2)no1 | 2.7% | 13.6% | ? | 6.7% | 10.5 | -0.9% | 4.8% | 36.7% | -4.0% | 4.8% | -15.0%
COc1cccc(CCNC(=O)CC2C(=O)NCCN2CC(C)(C)C)c1 (centres undefined) | 1.1% | -7.8% | 4.8% | -0.3% | -0.9 | 0.1% | 5.4% | 5.1% | 0.4% | -1.5% | -0.5%
COc1cccc2cc(C(=O)NCc3ccccc3)c(=N)oc12 | 2.2% | -14.5% | ? | 13.8% | 11.7 | 2.6% | -2.4% | -19.8% | 2.6% | -3.6% | 10.7µM*
O=C(Oc1ccccc1Cl)c1ccc(-n2cncn2)nc1 | 0.4% | -6.4% | 16.5% | 2.1% | 10.5 | -0.1% | -4.1% | 3.0% | -2.4% | 1.4% | ?
CCOc1ccc(S(=O)(=O)N2CCN(Cc3ccc4c(c3)OCO4)CC2)cc1Cl | -7.3% | -15.2% | -4.4% | -1.7% | 2.9 | 6.5% | -1.5% | -12.8% | 3.7% | -1.7% | 1.9%
O=C(Cn1nc(-c2cccc(Cl)c2)ccc1=O)Nc1ccc(C(=O)NC2CC2)cc1 | -3.8% | 31.4% | ? | -3.8% | -1.4 | -11.6% | -10.1% | -27.9% | -9.6% | -0.2% | 0.8%
Cc1cccc(NC(=O)CN2CCSc3ccccc32)c1 | 2.5% | 18.2% | 20.5% | 7.4% | 0.5 | -3.2% | 11.6% | -8.1% | -4.5% | 0.8% | ?
Cc1cc(C)cc(NC(=O)c2sc3nc4n(c(=O)c3c2C)CCC4)c1 | 2.6% | -4.3% | 6.2% | 2.9%[9.26 µM] | -6.5 | 10.2% | -10.1% | 68.3% | -0.4% | 2.2% | ?
Cc1cc(NC(=O)c2ccc(S(=O)(=O)N3CCOCC3)cc2)nc2c1c(=O)oc1ccccc12 | -3.8% | -29.2% | 2.8% | -2.4% | 0.7 | 0.7% | -2.1% | . | -2.0% | 8.4% | -6.1%
CCN(CC)S(=O)(=O)c1ccc(C(=O)NC2=C(C(=O)OC)SCC2)cc1 | 1.8% | 27.4% | ? | -6.0% | 11.4 | -4.3% | -0.8% | -3.0% | 1.4% | -7.9% | -1.4%
CCN(c1ccccc1)S(=O)(=O)c1ccc(C(=O)Nc2nnc(CSC)o2)cc1 | 5.0% | 0.355µM* | ? | -10.6% | -4.2 | -11.7% | 0.891µM* | -45.3% | -7.4% | -11.6% | ?
CC(C)n1cc(/C=C2\NC(=O)N(c3cccc(Cl)c3)C2=O)c2ccccc21 | 1.6% | -17.8% | -18.7% | -1.8% | -3.2 | -2.9% | 5.5% | -63.0% | 4.0% | -5.5% | 2.2%
Brc1ccccc1OCCCCCN1CCCC1 | -0.4% | 0.6% | 13.2% | -0.5% | -0.7 | -0.9% | 4.8% | . | 0.5% | -0.2% | -6.9%
COc1ccc(S(=O)(=O)n2nc(OC(=O)c3ccc(C)cc3)cc2N)cc1 | 12.0% | -13.5%[10 µM] | 0.7% | -2.5% | -4.4 | -3.4% | -2.1% | -15.4% | 1.7% | -10.3% | -18.0%
CC[C@]12c3[nH]c4cc(-c5ccco5)ccc4c3CCN1C(=O)[C@@H](CC(=O)NCc1ccco1)C[C@@H]2C(=O)N1CCN(C(=O)C2CC2)CC1 | -1.7% | . | -8.2% | 0.7% | . | . | . | -14.4% | -11.2% | . | .
COc1ccccc1CCc1nnc(CCC(=O)NC(C)Cn2nc(C)cc2C)o1 (centres undefined) | -0.1% | -0.9% | 4.6% | -1.9% | 0.5 | -4.6% | -0.9% | -20.3% | 7.1% | -2.1% | 0.4%
O=c1c2ccccc2nc(SCc2cc(F)cc3c2OCOC3)n1Cc1ccco1 | -7.0% | ? | 3.9% | -4.5% | -6.0 | 0.7% | 7.7% | -23.3% | -2.6% | -1.1% | 8.1%
CC12CCC(C1)C(C)(C)C2NS(=O)(=O)c1ccc(F)cc1 (centres undefined) | ? | . | 10.2% | -5.0% | -4.2 | -4.2% | . | -3.7% | 1.2% | 0.7% | .
Cc1c(Nc2nc3ccccc3n3cnnc23)cccc1[N+](=O)[O-] | -2.2% | -5.0% | 21.4% | -3.5% | 1.0 | 8.6% | -7.8% | -11.2% | 3.8% | -3.3% | -1.1%
CCN(CC)S(=O)(=O)c1ccc(NC(=O)c2cccnc2Cl)c(NC(=O)c2cccnc2Cl)c1 | 7.3% | 8.5% | ? | -13.3% | 0.1 | 7.9% | -0.9% | -89.6%[inhibitor] | -3.3% | -5.7% | 2.0%
NC(=O)c1sc2nc3c(c(-c4ccc(Cl)cc4)c2c1N)CCCC3 | -3.3% | -5.2% | ? | -33.9%[inhibitor] | -0.9 | -2.6% | -3.9% | -77.4% | -1.7% | -3.6% | 3.4%
O=C(NC1CCN(C(=O)N2c3ccccc3Sc3ccccc32)CC1)c1ccccc1Cl | -7.6% | 38.7% | -20.9% | -5.5% | 7.9 | -3.2% | 6.7% | -65.3% | 1.3% | -3.4% | -1.2%
CC(C)c1nc2cc(C(=O)N(C)Cc3ccc(F)cc3)ccc2o1 | 8.3% | ? | ? | -1.7% | 11.3 | ? | ? | 27.5% | -5.1% | 3.9% | ?
N#CC1=C(N)N(c2ccccc2Sc2ccccc2)C(=O)C1 | -3.9% | 14.5% | 5.2% | 2.2% | 1.7 | -0.9% | -3.9% | -15.8% | 19.9% | -0.9% | 1.3%[2.3 µM]
O=C(Nc1nnc(-c2ccc(Cl)cc2)o1)c1nc2ccccc2s1 | -3.2% | 4.47µM* | 37.5% | -3.3% | 20.9 | 1.7% | 4.47µM* | 4.4% | 2.5% | 0.8% | 1.1%
COc1cc(C(=O)NNC(=O)CN2C(=O)NC3(CCCC3)C2=O)cc(OC)c1OC | 1.3% | . | 0.0% | -0.1% | -0.8 | 3.3% | . | 0.0% | -19.1% | 0.5% | 4.1%
COc1ccc(-n2nnnc2SCC(N)=O)cc1 | -5.8% | 18.2% | 3.1% | 1.7% | -0.2 | -3.3% | -1.7% | 7.8% | 10.8% | 0.3% | 2.8%
Cc1cc(C)nc(SCCn2c(N3CCC(C)CC3)nc3c2c(=O)n(C)c(=O)n3C)n1 | -1.4% | 12.9% | 10.1% | -0.4% | 1.2 | -0.4% | 0.1% | . | -5.1% | 1.6% | 3.6%
Cc1ccc(NC(=O)CCC(=O)NNS(=O)(=O)c2ccccc2)cc1C | -1.2% | -12.4% | 0.5% | -0.4% | -1.5 | -1.3% | -8.6% | -10.1% | -0.6% | 0.6% | 0.3%
CC(C)C[C@H](NC(=O)c1[nH]cnc1C(=O)N[C@@H](Cc1ccccc1)C(=O)OC(C)(C)C)C(=O)OCc1ccccc1 | . | 7.94µM* | 16.1% | -7.4% | 1.9 | -2.1% | ? | -39.5% | 2.0% | 0.2% | -1.2%
Cc1c(C)[n+](=O)c2c(n1[O-])CCC2 | 1.8% | 20.0%[10 µM] | 10.2% | -0.5% | -0.6 | -0.7% | 1.5% | 6.6% | 1.4% | 2.9% | -1.1%
Clc1ccccc1OCCCCN1CCCC1 | 2.0% | -15.7% | -0.2% | -5.2% | 1.4 | -10.1% | -2.0% | 2.2% | 9.7% | -5.3% | 3.8%
Cn1c(/C=C/c2ccc([N+](=O)[O-])o2)nc2ccccc2c1=O | -11.4% | 6.31µM* | ? | -15.4% | 15.5 | -22.3% | 6.31µM* | -90.7% | 0.0% | -39.5%[inhibitor] | 0.0%
CCNC(=O)COC(=O)c1ccc(-c2nc3ccccc3s2)s1 | -7.1% | ? | ? | ? | 10.4 | ? | ? | 54.7% | -3.1% | 17.0% | 1.35µM*
COCCn1c(SCC(=O)NC(=O)NC(C)(C)C)nc2ccccc21 | -5.0% | -22.9% | 4.4% | -2.8% | -0.2 | -7.5% | -4.9% | -6.0% | -4.4% | 8.7% | -5.4%

Screens (PubChem)
